Bioassay records as filed in PubChem.
PAD4 inh = blocks human protein arginine deiminase 4. Q9UM07. recombinant PAD4, RCA probe fluorescence polarization. inhibition, % at 6.36 µM. 0.41% of 330,000 active. AID 485272;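 active means percent inhibition above a cutoff equal to the mean of all tested compounds plus 3 SD, cut at about 15% in these data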;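 further: 0% = PAD4 with RCA probe and DMSO and 100% = probe without PAD4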
GSTO1 counter = GSTO1 inhibition, counter-screen for RBBP9 inhibitors. P78417. recombinant GSTO1, activity-based probe fluorescence polarization. inhibition, % at 5.96 µM. 1.1% of 300,000 active. AID 1974;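 active means inhibition above the campaign mean inhibition plus 3 SD, cut at about 35% in these data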;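 further: 0% = GSTO1-1 with DMSO and 100% = wells lacking GSTO1-1 enzyme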
PAFAH1B2 FP inh = blocks human PAF acetylhydrolase 1b catalytic subunit 2. inhibition, % at 3.39 µM. recombinant PAFAH1B2, FP-rhodamine activity probe, fluorescence polarization. 1.2% of 340,000 active. AID 492953. P68402;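 active means inhibition above the mean of all tested compounds plus 3 SD, cut at about 24% in these data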;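 further: 0% = enzyme with DMSO and 100% = wells lacking PAFAH1B2; many of its hits are not listed in these tables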
Target sequence (P68402 whole entry, looked up): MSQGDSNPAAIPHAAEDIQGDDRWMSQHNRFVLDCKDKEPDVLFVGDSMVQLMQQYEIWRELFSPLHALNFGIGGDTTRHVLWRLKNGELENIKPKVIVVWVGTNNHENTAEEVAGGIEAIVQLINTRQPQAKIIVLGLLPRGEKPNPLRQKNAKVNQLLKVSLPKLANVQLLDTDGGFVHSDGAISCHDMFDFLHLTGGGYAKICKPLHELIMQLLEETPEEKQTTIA
LYPLA1 inh = LYPLA1 (human) inhibition in PME1 counter-screen; O75608; recombinant LYPLA1, FP-Rh probe fluorescence polarization; inhibition, % at 5.9 µM; 0.16% of 320,000 active; AID 2174;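 active means inhibition above the mean of all tested compounds plus 3 SD, set per campaign, cut at about 14% in these data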;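 further: inhibitors block serine hydrolase probe labeling of LYPLA1 so polarization falls; 0% = enzyme with DMSO and 100% = wells lacking LYPLA1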
Target sequence (O75608 whole entry, looked up): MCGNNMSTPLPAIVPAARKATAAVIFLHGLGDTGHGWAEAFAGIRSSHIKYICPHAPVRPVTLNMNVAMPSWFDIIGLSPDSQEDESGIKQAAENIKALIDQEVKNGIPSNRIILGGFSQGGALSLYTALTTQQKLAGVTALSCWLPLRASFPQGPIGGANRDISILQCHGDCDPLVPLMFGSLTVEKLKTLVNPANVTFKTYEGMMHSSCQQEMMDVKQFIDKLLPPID
PME-1 inh = blocks human protein phosphatase methylesterase 1 | inhibition, % at 5.9 µM | AID 2130 | Q9Y570 | 0.53% of 320,000 active | recombinant PME-1, FP-Rh probe fluorescence polarization;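 active means inhibition above the campaign mean of all compounds plus 3 SD, cut at about 26% in these data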;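 further: competitive labeling of PME-1 active site by serine hydrolase directed probe; 0% = PME-1 with DMSO and 100% = wells lacking PME-1 enzyme; inhibitors block probe labeling so polarization falls and inhibition rises; many of its hits are not listed in these tables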
Target sequence (Q9Y570 whole entry, looked up): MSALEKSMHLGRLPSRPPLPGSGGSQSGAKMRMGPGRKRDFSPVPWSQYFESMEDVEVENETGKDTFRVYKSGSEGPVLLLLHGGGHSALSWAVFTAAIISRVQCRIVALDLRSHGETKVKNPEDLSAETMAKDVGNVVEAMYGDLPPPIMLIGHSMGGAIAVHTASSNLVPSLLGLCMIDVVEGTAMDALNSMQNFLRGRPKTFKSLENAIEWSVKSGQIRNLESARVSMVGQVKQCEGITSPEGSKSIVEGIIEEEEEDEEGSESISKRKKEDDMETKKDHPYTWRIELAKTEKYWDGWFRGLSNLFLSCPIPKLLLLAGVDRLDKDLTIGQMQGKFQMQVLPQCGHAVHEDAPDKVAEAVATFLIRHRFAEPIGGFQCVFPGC
Fam108B inh = Fam108B inhibition, counter-screen for RBBP9 inhibitors; recombinant Fam108B, FP-Rh probe fluorescence polarization; 0.33% of 300,000 active; inhibition, % at 9.51 µM;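 active means inhibition above the screen mean inhibition plus 3 SD, computed separately per campaign, cut at about 18% in these data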;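 further: inhibitors lower polarization as less probe binds the enzyme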
PAFAH1B3 inh = inhibitors of human PAFAH1B3. inhibition, % at 3.39 µM. AID 492972. recombinant PAFAH1B3, FP-rhodamine probe, fluorescence polarization. Q15102. 0.28% of 340,000 active;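 active means inhibition above the screen-wide average of all tested compounds plus 3 SD, cut at about 25% in these data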;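 further: 0% = enzyme with DMSO only and 100% = wells lacking PAFAH1B3 protein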
Target sequence (Q15102 whole entry, looked up): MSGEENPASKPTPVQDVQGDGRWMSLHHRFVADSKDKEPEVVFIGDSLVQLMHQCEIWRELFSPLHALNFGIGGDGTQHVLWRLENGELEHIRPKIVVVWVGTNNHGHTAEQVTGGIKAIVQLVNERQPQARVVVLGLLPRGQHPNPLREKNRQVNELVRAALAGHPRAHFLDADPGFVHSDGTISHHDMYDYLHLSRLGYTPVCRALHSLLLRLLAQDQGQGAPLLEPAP
PAFAH2 inh = inhibitors of human PAFAH2. Q99487. recombinant PAFAH2, FP-rhodamine activity probe, fluorescence polarization. inhibition, % at 3.39 µM. 0.99% of 340,000 active;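 active means inhibition above the mean over all tested compounds plus 3 SD, cut at about 30% in these data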;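 further: inhibitors block probe labeling of enzyme so polarization drops; 0% = enzyme with DMSO and 100% = wells lacking PAFAH2 protein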
pPAFAH FP inh = pPAFAH (human) enzyme inhibition | Q13093 | recombinant pPAFAH, FP-rhodamine probe fluorescence polarization | inhibition, % at 3.39 µM | 1.5% of 330,000 active;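 active means inhibition above the mean inhibition across the screen plus 3 SD, cut at about 25% in these data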;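 further: inhibitors block binding of the rhodamine activity-based probe so polarization drops; 0% = enzyme with DMSO and 100% = wells lacking pPAFAH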
Starred values were filed as active, the others as inactive; / = not tested or not shown.

Compound	PAD4 inh	GSTO1 counter	PAFAH1B2 FP inh	LYPLA1 inh	PME-1 inh	Fam108B inh	PAFAH1B3 inh	PAFAH2 inh	pPAFAH FP inh
CCC(C(=O)NC1CCCC1)N(C(=O)c1snc(C(N)=O)c1N)c1ccc2c(c1)OCCO2 (centres undefined)	2	2	0	-1	6	2	4	-3	3
O=C(C1CCCN(c2ncccn2)C1)N1CCc2ccccc21 (centres undefined)	-4	7	-1	0	0	6	10	-2	4
COc1ccc(S(=O)(=O)N2CCC(C(=O)NC3(C)CCS(=O)(=O)C3)CC2)cc1OC (centres undefined)	-1	2	2	-3	-4	1	13	0	1
Cc1ccc(NC(=O)C2CCN(S(=O)(=O)c3ccc4c(c3)OCCO4)CC2)c(O)c1	-5	-6	3	-1	6	1	4	-1	4
CC(C)Cn1c(C(C)C)nc([N+](=O)[O-])c1S(=O)(=O)c1ccc(F)cc1	2	-2	6	3	5	-1	6	-2	-10
COc1ccc(S(=O)(=O)N(C)CC(=O)NCc2cccnc2)cc1	-1	-4	3	0	-3	4	8	6	3
O=S(=O)(c1ccc(Br)cc1)c1nc(-c2ccccc2)oc1NCCN1CCOCC1	-4	0	5	4	3	2	-4	6	-1
CCCCc1ncc(CN2CCC(n3nccc3NC(=O)c3ccccc3OC)CC2)[nH]1	0	-6	2	1	0	2	6	-8	7
Cc1nn(C)cc1[C@@H]1C[C@H]2CN(Cc3cccc(Cl)c3)C(=O)[C@]23CCCN13	-4	2	0	4	4	-1	-13	3	1
CN1C(=O)CC(n2c(CO)nc3ccccc32)C1=O (centres undefined)	5	-1	2	-1	2	-2	1	2	-1

Some of these compounds in order of number of heavy atoms, rising.
Compound	PAD4 inh	GSTO1 counter	PAFAH1B2 FP inh	LYPLA1 inh	PME-1 inh	Fam108B inh	PAFAH1B3 inh	PAFAH2 inh	pPAFAH FP inh
CN1C(=O)CC(n2c(CO)nc3ccccc32)C1=O (centres undefined)	5	-1	2	-1	2	-2	1	2	-1
O=C(C1CCCN(c2ncccn2)C1)N1CCc2ccccc21 (centres undefined)	-4	7	-1	0	0	6	10	-2	4
COc1ccc(S(=O)(=O)N(C)CC(=O)NCc2cccnc2)cc1	-1	-4	3	0	-3	4	8	6	3
CC(C)Cn1c(C(C)C)nc([N+](=O)[O-])c1S(=O)(=O)c1ccc(F)cc1	2	-2	6	3	5	-1	6	-2	-10
Cc1nn(C)cc1[C@@H]1C[C@H]2CN(Cc3cccc(Cl)c3)C(=O)[C@]23CCCN13	-4	2	0	4	4	-1	-13	3	1
COc1ccc(S(=O)(=O)N2CCC(C(=O)NC3(C)CCS(=O)(=O)C3)CC2)cc1OC (centres undefined)	-1	2	2	-3	-4	1	13	0	1
CCCCc1ncc(CN2CCC(n3nccc3NC(=O)c3ccccc3OC)CC2)[nH]1	0	-6	2	1	0	2	6	-8	7
CCC(C(=O)NC1CCCC1)N(C(=O)c1snc(C(N)=O)c1N)c1ccc2c(c1)OCCO2 (centres undefined)	2	2	0	-1	6	2	4	-3	3

Remaining list, next part
Compound	PAD4 inh	GSTO1 counter	PAFAH1B2 FP inh	LYPLA1 inh	PME-1 inh	Fam108B inh	PAFAH1B3 inh	PAFAH2 inh	pPAFAH FP inh
Cc1nn(C)c(Oc2ccccc2)c1CCNC(=O)C(C)(C)C	3	0	-3	0	-4	4	-2	6	-3
CSCCC(NC(=O)c1ccccc1)C(=O)OCC(=O)N(C)CCC#N (centres undefined)	3	9	-1	1	2	1	7	5	1
COCCNC(=O)/C(C#N)=C1\N=C(N)c2ccccc21	1	-3	0	0	6	4	9	3	-1
Cc1ccc(C)c(NS(=O)(=O)c2cc(C(=O)NCc3ccncc3)ccc2C)c1	4	-3	2	-3	-6	-5	-3	2	11
O=C(COC(=O)c1cc(S(=O)(=O)N2CCCCC2)ccc1Cl)NCc1ccco1	-1	0	10	0	-3	-5	5	7	13
CCC(CC)c1nn2c(N)c(/C=C3\C(C)=Nc4ccccc43)c(=O)nc2s1	-8	-47	/	-2	-2	0	/	/	18
COC(=O)c1ccc2nc(C3CCCCC3)c3c(c2c1)CCC3	6	-2	1	-1	5	-3	17	3	-2
CCn1ncc(NC(=O)Nc2cccc(C(F)(F)F)c2)c1C(N)=O	-4	-1	-1	-4	-3	2	10	2	-4
O=C(COC(=O)Cc1c[nH]c2ccccc12)NC1CCS(=O)(=O)C1 (centres undefined)	1	2	6	1	8	1	2	7	3
Cc1ccc2occ(/C=C/C(=O)c3ccccc3O)c(=O)c2c1	-9	2	-2	-5	-5	-7	-9	-2	1
CC(=O)c1ccc(OCC(=O)Nc2ccccc2C(=O)NC2CC2)cc1	0	1	-1	-1	-36	10	5	1	-3
Cc1ccc(-n2nnnc2SCC(=O)NCCC2=CCCCC2)c(C)c1	1	1	10	-3	-9	-1	8	4	3
CCn1nc(C(=O)NNC(=O)c2ccccc2)c2ccccc2c1=O	2	/	0	-2	1	/	8	4	0
Cc1ccnc(N2C(=O)OC(C)(C)C2(C)O)c1 (centres undefined)	-1	6	-1	1	-5	3	9	1	0
COCC(=O)Nc1ccccc1C(=O)Nc1ccc(OC)cc1	-3	-1	4	1	-6	-1	3	-8	-3
COC(=O)/C(C#N)=C/c1c(N2CCN(C)CC2)nc2ccccn2c1=O	4	3	5	-2	0	-1	7	4	-1
Cc1ccc(CNC(=O)CS(=O)Cc2nc(-c3ccccc3C)oc2C)cc1 (centres undefined)	-4	14	6	3	-2	-2	-6	-3	-3
CCC(=O)Nc1c(C(=O)N2CCCCCC2)cnn1-c1ccc(C)c(C)c1	3	16	-4	1	1	8	0	-6	5
Cc1ccc(/C=C2\SC(=S)N(CCC(=O)Nc3cccnc3)C2=O)cc1	-3	9	0	6	2	-1	4	3	3
Cc1ccc(O)c(C(=O)c2cc(C#N)c(=O)n(CC3CCCO3)c2)c1 (centres undefined)	0	9	-2	-4	-1	-5	10	-4	6
O=C(Nc1nccs1)c1cccc(NC(=O)C(F)(F)F)c1	2	2	1	0	-4	1	0	-6	1
COc1ccc(N(CC(=O)N2CCOCC2)S(C)(=O)=O)cc1OC	-3	1	7	-2	1	1	-4	-4	-4
COC(=O)c1ccc(C(=O)N2CCCC(N3CCN(c4ccccc4)CC3)C2)nc1 (centres undefined)	2	-7	3	0	-4	-2	2	-2	-5
O=C(/C=C/c1ccco1)NCCCN1CCN(CCCNC(=O)/C=C/c2ccco2)CC1	1	-11	2	1	4	0	4	0	5
O=[N+]([O-])c1ccc(NC(=S)N2CCN(c3ccccc3)CC2)cc1	-1	2	6	0	-5	0	0	3	-1
Clc1ccc(C(c2ccccc2)N2CCNCC2)cc1 (centres undefined)	5	1	4	0	2	2	3	1	1
CC1CCN(C(=O)CSc2nnc(-c3cccs3)o2)CC1	1	10	8	8	8	2	14	5	4
C=CCn1c(N2C(=O)CC(Cc3ccccc3)C2=O)nc2ccccc21 (centres undefined)	5	5	2	-1	5	3	14	6	6
O=C(Cc1ccc(Br)cc1)NCCN1CCOCC1	0	0	9	3	0	3	2	1	4
CSc1nc(C)c(Cl)c(C)c1C#N	0	1	1	0	4	1	1	-1	-1

Continued.
Values run as follows: PAD4 inh, GSTO1 counter, PAFAH1B2 FP inh, LYPLA1 inh, PME-1 inh, Fam108B inh, PAFAH1B3 inh, PAFAH2 inh, pPAFAH FP inh
- Cc1ccnc(SCc2cn3c(C)cccc3n2)n1
→ -1, 5, -2, -2, -3, -1, 5, -5, 0
- CN(CCOc1ccccc1)C(=O)CCc1nc2sc3c(c2c(=O)[nH]1)CCCC3
→ -5, -3, 9, -2, 0, -3, 8, 3, 6
- O=C(NCc1cccnc1)NC1(C(F)(F)F)Oc2ccc(Cl)cc2O1 (centres undefined)
→ -6, 27, 16, 0, 5, -1, 6, 10, 2
- CCc1cc(=O)[nH]c(SCC(=O)N2CCOCC2)n1
→ 2, 1, -5, 6, -2, -6, -1, 5, 2
- CN(C(=S)NC(=O)C1(C)CC1(Cl)Cl)c1ccccc1 (centres undefined)
→ 1, -3, 8, -3, 5, -5, 8, -2, 1
- CCC1(C)Cc2c(sc3nc4n(c(=O)c23)CCS4)CO1 (centres undefined)
→ 0, 7, 5, 2, -1, 0, 7, 3, 1
- CN(C(=O)COC(=O)CNS(=O)(=O)/C=C/c1ccccc1)C1CCS(=O)(=O)C1 (centres undefined)
→ -2, 2, 1, 1, 8, 1, 5, -9, 1
- COc1ccc(CNC(=O)COC(=O)c2[nH]c(C)c(C(C)=O)c2C)cc1OC
→ 3, /, -4, 2, 0, /, 2, 1, -2
- COc1ccc(NC(=O)CSc2nc3ccccc3c(=O)n2C)cc1
→ 0, -3, 5, 3, -2, 5, 12, 6, -1
- CCn1ncc(C2=NOC(C(=O)NCc3ccccc3)C2)c1C (centres undefined)
→ -5, 3, -2, 0, 7, 0, 5, -1, 2
- N#C/C(=C(/O)c1ccc(Cl)c([N+](=O)[O-])c1)c1nc2ccccc2[nH]1
→ 4, 8, 6, -3, 1, -4, -1, 5, 7
- CCCCc1cc(=O)oc2cc(C)cc(O)c12
→ 1, -16, -4, -1, -1, -1, 6, -2, 2
- CN(C)c1oc(-c2ccccc2[N+](=O)[O-])nc1C#N
→ -4, 15, 7, 12, 1, -2, 4, 3, 5
- Cc1cc(=O)[nH]c(N/N=C/c2cccc(Br)c2)n1
→ -3, -8, 0, -6, 0, 4, 8, 0, 8
- O=C(CCCOc1ccc(Cl)cc1Cl)NCc1ccccn1
→ -3, 3, -2, 1, 6, 3, 3, -14, 9

A second format for two compounds above:
COc1ccc(CNC(=O)COC(=O)c2[nH]c(C)c(C(C)=O)c2C)cc1OC
  PAD4 inh: 3
  GSTO1 counter: /
  PAFAH1B2 FP inh: -4
  LYPLA1 inh: 2
  PME-1 inh: 0
  Fam108B inh: /
  PAFAH1B3 inh: 2
  PAFAH2 inh: 1
  pPAFAH FP inh: -2
COc1ccc(NC(=O)CSc2nc3ccccc3c(=O)n2C)cc1
  PAD4 inh: 0
  GSTO1 counter: -3
  PAFAH1B2 FP inh: 5
  LYPLA1 inh: 3
  PME-1 inh: -2
  Fam108B inh: 5
  PAFAH1B3 inh: 12
  PAFAH2 inh: 6
  pPAFAH FP inh: -1

(continued)
Values run as follows: PAD4 inh, GSTO1 counter, PAFAH1B2 FP inh, LYPLA1 inh, PME-1 inh, Fam108B inh, PAFAH1B3 inh, PAFAH2 inh, pPAFAH FP inh
- CCOc1cc(CNCCO)cc(Br)c1OCc1ccc(Cl)cc1Cl
→ -6, -3, 4, 2, 11, -1, 0, -3, 42*
- O=C(Cc1ccccc1)Nc1ccc(NC(=O)c2cccs2)cc1
→ -6, 0, -1, -1, -1, -6, 1, -4, -3
- O=C(NC1CCCCCC1)C(=O)NC1CCCC1
→ 5, 8, 1, 0, 2, 1, -9, 2, 3
- O=C(Nc1cccnc1)c1ccc([N+](=O)[O-])cc1Cl
→ -4, -4, -3, 0, -5, 0, 4, -5, -2
- Cc1ccc(-n2nnnc2SCC(=O)N2CCc3ccccc3C2)cc1
→ 1, 2, 3, 1, 1, -4, -4, -8, 10
- O=C(NC(=S)Nc1cccc2cnccc12)c1ccccc1
→ 3, -4, -5, -3, 2, -2, 7, 4, 0
- CCOC(=O)c1sc(NC(=O)c2ccc3nc[nH]c3c2)nc1C
→ 3, -5, 4, -13, -6, -8, 6, -3, -1
- Fc1ccccc1CSc1nnc(Cn2cnc3ccccc32)n1-c1ccccc1
→ 0, -1, 6, 0, 5, -6, 8, -3, 7

This is a subset; count on the stated rates, not on these rows.
